Bioassay records as filed in PubChem.
EP2 modulator – modulators of human EP2 prostaglandin E2 receptor | P43116 | EP2-expressing cells, cAMP HTRF FRET, PGE2 co-stimulation | induction, % at 25 µM | hit rate 0.83% among 260,000;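 active = compounds whose cAMP rise, as percent of the full-agonist control response, exceeds 60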;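 note: rat C6 glioma line stably carrying human EP2 under a CMV promoter; the protocol text gives 20 µM as final concentration; 100% = response of wells given 1 µM PGE2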
Target sequence (P43116 whole entry, looked up): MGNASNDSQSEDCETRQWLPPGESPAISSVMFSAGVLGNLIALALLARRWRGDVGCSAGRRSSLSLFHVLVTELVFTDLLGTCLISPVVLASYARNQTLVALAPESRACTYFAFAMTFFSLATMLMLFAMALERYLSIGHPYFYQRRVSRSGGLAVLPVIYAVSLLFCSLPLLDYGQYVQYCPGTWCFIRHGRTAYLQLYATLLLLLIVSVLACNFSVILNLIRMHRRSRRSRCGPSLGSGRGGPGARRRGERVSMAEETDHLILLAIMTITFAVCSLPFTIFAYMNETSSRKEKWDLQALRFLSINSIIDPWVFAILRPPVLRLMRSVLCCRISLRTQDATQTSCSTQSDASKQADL
PGE2 EP2 inh – blocks the human prostaglandin E2 receptor EP2; inhibition, % at 25 µM; C6 glioma cells expressing human EP2, cAMP TR-FRET; cells stimulated with saturating PGE2; hit rate 0.52% among 260,000;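 active = percent inhibition above 40 after rounding to a whole number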;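 note: rat C6 glioma host cells with rolipram phosphodiesterase inhibitor present; the protocol text gives 20 µM as final concentration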
An asterisk follows results filed as active.

`COc1ccc(CNC(=O)CN2C(=O)[C@@H]3CCCN3C(=O)c3ccccc32)cc1` gave EP2 modulator -14 and PGE2 EP2 inh -1.
`Cc1nc2c(c(=O)[nH]1)CCN(C(=O)CCn1cnc3ccccc31)C2` gave EP2 modulator -16 and PGE2 EP2 inh 7.
COc1cc(/C=C2\C(=O)NN(c3cccc(Cl)c3)C2=O)cc(OC)c1OC was read as EP2 modulator -114 and PGE2 EP2 inh 35.
For OCCN1CCOCCOc2ccccc2OCCOCC1 the results were EP2 modulator -8 and PGE2 EP2 inh 7.
COc1cc2c(cc1CCNS(=O)(=O)c1ccc3c(c1)CCC(=O)N3)CCC2 was read as EP2 modulator -81 and PGE2 EP2 inh 10.
For CCC(CN1CCOCC1)NC(=O)C(Cc1ccc(F)cc1)c1ccccc1 (centres undefined) the results were EP2 modulator -43 and PGE2 EP2 inh 7.
`Cn1c(=O)c2c(ncn2CC(=O)Nc2cc(C(F)(F)F)ccc2Cl)n(C)c1=O` gave EP2 modulator 0 and PGE2 EP2 inh 7.
For COc1cc(C2/C(=C(/O)c3cc(C)ccc3C)C(=O)C(=O)N2Cc2cccnc2)ccc1O (centres undefined) the results were EP2 modulator 8 and PGE2 EP2 inh 7.
COc1nc(Nc2ccccc2)nc(N2CCOCC2)n1 was read as EP2 modulator -32 and PGE2 EP2 inh 20.
`COCCn1nnnc1C(c1ccc(F)cc1)N1CCC(C)CC1` (centres undefined) gave EP2 modulator -16 and PGE2 EP2 inh 4.
For O=C(NC1CCCCC1)C(c1ccccc1)N(C(=O)c1ccccn1)c1ccc2c(c1)OCO2 (centres undefined) the results were EP2 modulator 21 and PGE2 EP2 inh 12.
`Cc1oc2ccc(OCC(=O)NN)cc2c1C(=O)OC(C)C` gave EP2 modulator -40 and PGE2 EP2 inh 6.

Entries above with a Cl atom (two):
COc1cc(/C=C2\C(=O)NN(c3cccc(Cl)c3)C2=O)cc(OC)c1OC was read as EP2 modulator -114 and PGE2 EP2 inh 35.
`Cn1c(=O)c2c(ncn2CC(=O)Nc2cc(C(F)(F)F)ccc2Cl)n(C)c1=O` gave EP2 modulator 0 and PGE2 EP2 inh 7.

Next results follow.
For O[C@H](CNc1ccccn1)c1ccccc1 the results were EP2 modulator 24 and PGE2 EP2 inh 19.
COC(=O)c1c(NC(=O)COc2ccc(Cl)cc2Cl)sc(C(=O)N2CCCC2)c1C was read as EP2 modulator -14 and PGE2 EP2 inh 7.
COc1ccc([C@@H]2CC(=O)c3c(O)cc(O)cc3O2)cc1O was read as EP2 modulator 16 and PGE2 EP2 inh 6.
`Cc1cc(C)c2cc(C#N)c(N3CCCN(C(=S)NCC4CCCO4)CC3)nc2c1` (centres undefined) gave EP2 modulator 15 and PGE2 EP2 inh 9.
`CCOc1ccc(C2C3=C(CC(C)(C)CC3=O)N(C)C3=C2C(=O)CC(C)(C)C3)cc1` gave EP2 modulator -18 and PGE2 EP2 inh 10.
CCOCCCNC(=O)c1nc2c(nnn2Cc2ccccc2Cl)c(=O)[nH]1 was read as EP2 modulator 12 and PGE2 EP2 inh 6.
Screening Cc1cccc2cc(CN(C(=S)NC(C)c3ccccc3)C3CCCC3)c(=O)[nH]c12 (centres undefined) returned EP2 modulator 17 and PGE2 EP2 inh 13.
`COCCN1C(=O)C(=O)/C(=C(\O)c2cccc(OC)c2)C1c1ccncc1` (centres undefined) gave EP2 modulator -1 and PGE2 EP2 inh 4.
C=CCSC[C@@H](N)C(=O)O was read as EP2 modulator 21 and PGE2 EP2 inh 6.
`COCCNC(=O)Cn1cc(/C=C2\C(=O)NC(=S)N(c3ccc(C)cc3)C2=O)c2ccccc21` gave EP2 modulator -94 and PGE2 EP2 inh 19.
`NC(N)=NCCN1CCCCCCC1` gave EP2 modulator -1 and PGE2 EP2 inh 10.
`COc1ccc(OCc2n[nH]c(=S)n2C)cc1` gave EP2 modulator -10 and PGE2 EP2 inh 24.

Three compounds out of the list, ordered by length of the SMILES, high to low.
`COc1ccc(CNC(=O)CN2C(=O)[C@@H]3CCCN3C(=O)c3ccccc32)cc1` gave EP2 modulator -14 and PGE2 EP2 inh -1.
COc1cc2c(cc1CCNS(=O)(=O)c1ccc3c(c1)CCC(=O)N3)CCC2 was read as EP2 modulator -81 and PGE2 EP2 inh 10.
For OCCN1CCOCCOc2ccccc2OCCOCC1 the results were EP2 modulator -8 and PGE2 EP2 inh 7.

(listing goes on)
COc1ccc2[nH]cc(C(=O)CN3CCN(c4ncccn4)CC3)c2c1 was read as EP2 modulator -85 and PGE2 EP2 inh 1.
O=C(NCCNCCO)c1c(O)c2ccccc2[nH]c1=O was read as EP2 modulator -13 and PGE2 EP2 inh 9.
`CCn1nnc(NC(=O)c2ccccc2Cl)n1` gave EP2 modulator 5 and PGE2 EP2 inh 7.
`CN(C)CCCNC(=O)C(=O)Nc1ccc2c(c1)OCO2` gave EP2 modulator -11 and PGE2 EP2 inh 13.
`COC(=O)C1C(=O)C2=C(CC1C)Nc1ccccc1NC2c1ccc(Cl)c(Cl)c1` (centres undefined) gave EP2 modulator -28 and PGE2 EP2 inh 8.
For CCn1c(SCC(=O)Nc2ccccc2C(=O)OC)nnc1-c1ccco1 the results were EP2 modulator 3 and PGE2 EP2 inh 15.
Cc1cc2c(cc3c(=O)n(CC(=O)NCCc4ccccc4)nc(C)n32)o1 was read as EP2 modulator -42 and PGE2 EP2 inh 3.
For COc1ccc(S(=O)(=O)N2CCC(C(=O)N3CCCCC3)CC2)cc1C the results were EP2 modulator -20 and PGE2 EP2 inh 8.
For Cc1cc(NCCc2ccccn2)n2nc(C)c(-c3ccc(F)cc3)c2n1 the results were EP2 modulator -37 and PGE2 EP2 inh 13.
COc1ccc(CN(Cc2cccnc2)C2CC(C)(C)NC(C)(C)C2)c(O)c1 was read as EP2 modulator -41 and PGE2 EP2 inh 1.
For COc1ccc(CN2CCC(O)(c3ccccc3F)CC2)cc1Cn1ccnc1 the results were EP2 modulator -50 and PGE2 EP2 inh 7.
CC(NC(=O)c1ccc(Cl)cc1)c1n[nH]c(=S)n1C (centres undefined) was read as EP2 modulator 1 and PGE2 EP2 inh 7.
CN(C(=O)C1CCCCC1)c1nc(-c2ccccc2)cs1 was read as EP2 modulator 4 and PGE2 EP2 inh 5.
`CCCNC(=O)CCS(=O)(=O)c1nc(-c2ccc(OC)cc2)cc(C(F)(F)F)n1` gave EP2 modulator 19 and PGE2 EP2 inh 5.
Screening c1ccc(N2CCN(Cc3cn4ccccc4n3)CC2)nc1 returned EP2 modulator -37 and PGE2 EP2 inh 12.
`CC(=O)c1ccc(Nc2nc(-c3ccccn3)cs2)cc1` gave EP2 modulator -31 and PGE2 EP2 inh 10.
For COc1cc(C(=O)Nc2oc(-c3ccccc3)cc2C#N)cc(OC)c1OC the results were EP2 modulator -39 and PGE2 EP2 inh 16.
COc1ccccc1NC(=S)N(Cc1cc2ccc(C)c(C)c2[nH]c1=O)C1CCCCC1 was read as EP2 modulator -9 and PGE2 EP2 inh 8.
COc1ccc(C(=O)N2CCc3c(nc(C)[nH]c3=O)C2)c2ccccc12 was read as EP2 modulator 2 and PGE2 EP2 inh 1.
Screening Cn1c(=O)[nH]c(=O)c2c1nc(NCCCO)n2Cc1cccc2ccccc12 returned EP2 modulator 22 and PGE2 EP2 inh 7.
Screening Cc1cc2nc([C@H](C)C(=O)c3ccc(Cl)cc3)c(=O)[nH]c2cc1C returned EP2 modulator -35 and PGE2 EP2 inh 14.
O=C(Cn1nc(C(F)(F)F)c2c1CCC2)NCc1ccco1 was read as EP2 modulator -9 and PGE2 EP2 inh 7.
For COc1ccccc1N(C(=O)Cc1cccs1)C(C(=O)NC1CCCC1)c1ccc(F)cc1 (centres undefined) the results were EP2 modulator 48 and PGE2 EP2 inh 4.
For O=C(NCc1nc(-c2cccnc2)n[nH]1)c1cc(F)cc(F)c1 the results were EP2 modulator -56 and PGE2 EP2 inh 10.
CCOC(=O)C1CCN(C(=O)CN(c2ccccc2Br)S(C)(=O)=O)CC1 was read as EP2 modulator -19 and PGE2 EP2 inh 10.
For CC(C)C[C@H](NC(=O)[C@H](O)[C@H](N)Cc1ccccc1)C(=O)O the results were EP2 modulator 15 and PGE2 EP2 inh 14.
`CCOC(=O)c1cnc(SCC(=O)Nc2cc(OCC)ccc2OCC)nc1N` gave EP2 modulator -21 and PGE2 EP2 inh 5.
`Cc1cccc2cc(C#N)c(SCC(=O)N3c4ccccc4CC3C)nc12` (centres undefined) gave EP2 modulator 18 and PGE2 EP2 inh 26.
`N#CC1=C(N)Oc2nc[nH]c(=O)c2C1c1ccc(Cl)cc1` (centres undefined) gave EP2 modulator -4 and PGE2 EP2 inh 14.
Screening O=C(CSc1nnnn1-c1ccc2c(c1)OCO2)NCc1ccco1 returned EP2 modulator -40 and PGE2 EP2 inh 13.
Cn1c(SCc2ccccc2)nc2sc3c(c2c1=O)CCCC3 was read as EP2 modulator 17 and PGE2 EP2 inh 17.
NC(=O)C1CCN(S(=O)(=O)c2ccc(S(N)(=O)=O)cc2)CC1 was read as EP2 modulator -17 and PGE2 EP2 inh 13.
COc1ccccc1NC(=O)N(CCN1CCOCC1)Cc1cc2cc(C)ccc2[nH]c1=O was read as EP2 modulator -3 and PGE2 EP2 inh 7.
Screening CCc1nn(CC(=O)N2CCOCC2)c(=O)c2cc3occc3n12 returned EP2 modulator -42 and PGE2 EP2 inh 5.
Screening NC(=NCc1ccc(Cl)c(Cl)c1)NC(=O)c1nc(Cl)c(N)nc1N returned EP2 modulator -26 and PGE2 EP2 inh 36.
Screening CCN1C(=O)NC(=O)/C(=C/c2cc(C)n(CCOC)c2C)C1=O returned EP2 modulator -23 and PGE2 EP2 inh 10.
Cc1ccccc1CN(CCCn1ccnc1)Cc1cc2c(cc1Cl)OCO2 was read as EP2 modulator 17 and PGE2 EP2 inh 6.
Screening Cc1nc(N2CCN(C(=O)CCCl)CC2)c2c(C)c(C)sc2n1 returned EP2 modulator -7 and PGE2 EP2 inh 16.
CCc1ccc(NC(=O)CSc2nnc(-c3ccncc3)n2Cc2ccco2)cc1 was read as EP2 modulator -16 and PGE2 EP2 inh 9.
CCn1c(N(C)Cc2ccccc2)nc2c1c(=O)[nH]c(=O)n2C was read as EP2 modulator -21 and PGE2 EP2 inh 4.
CC(=O)Nc1ccc(NC(=O)C2CCN(C(=O)c3ccc(Cl)cc3)CC2)cc1 was read as EP2 modulator -14 and PGE2 EP2 inh 11.
Screening Cc1ccccc1Oc1ccc(CNC(=O)c2c(-c3ccncc3)noc2C)cc1 returned EP2 modulator -77 and PGE2 EP2 inh 10.
For COc1cc(NC(=O)c2cccs2)c(OC)cc1NC(=O)Nc1cccc(Cl)c1 the results were EP2 modulator -81 and PGE2 EP2 inh 7.
O=C1NC2=C(C(=O)N(CCN3CCCCC3)C2)C(c2cccc(F)c2)N1 (centres undefined) was read as EP2 modulator -52 and PGE2 EP2 inh 9.
O=C(NCCCn1ccnc1)c1cc2nc(-c3ccco3)cc(C(F)(F)F)n2n1 was read as EP2 modulator -30 and PGE2 EP2 inh 10.
For Cc1ccc(S(=O)(=O)N(Cc2ccco2)Cc2cc3cc(C)c(C)cc3[nH]c2=O)cc1 the results were EP2 modulator -49 and PGE2 EP2 inh 9.
CC(CC(=O)O)n1cncn1 (centres undefined) was read as EP2 modulator -20 and PGE2 EP2 inh 13.
`O=C(COc1ccccc1)Nc1cc(C(F)(F)F)ccc1N1CCOCC1` gave EP2 modulator 52 and PGE2 EP2 inh 9.

Reprinted at random: 5 entries already listed, in no set order.
CC(NC(=O)c1ccc(Cl)cc1)c1n[nH]c(=S)n1C (centres undefined) was read as EP2 modulator 1 and PGE2 EP2 inh 7.
Cc1ccccc1CN(CCCn1ccnc1)Cc1cc2c(cc1Cl)OCO2 was read as EP2 modulator 17 and PGE2 EP2 inh 6.
For Cc1ccc(S(=O)(=O)N(Cc2ccco2)Cc2cc3cc(C)c(C)cc3[nH]c2=O)cc1 the results were EP2 modulator -49 and PGE2 EP2 inh 9.
O=C(NCCNCCO)c1c(O)c2ccccc2[nH]c1=O was read as EP2 modulator -13 and PGE2 EP2 inh 9.
`CC(=O)c1ccc(Nc2nc(-c3ccccn3)cs2)cc1` gave EP2 modulator -31 and PGE2 EP2 inh 10.

The results go on.
COc1ccccc1CCNCc1cc2c(C)nn(-c3ccccc3)c2[nH]c1=O was read as EP2 modulator -30 and PGE2 EP2 inh 19.
Screening CCCCCCCC/C=C\CCCCCCCC(=O)NCCc1ccc(O)c(O)c1 returned EP2 modulator 12 and PGE2 EP2 inh 17.
Cc1ccc2[nH]c(=O)c(C(c3nnnn3C3CCCCC3)N3CCCc4ccccc43)cc2c1 (centres undefined) was read as EP2 modulator 26 and PGE2 EP2 inh 5.
For C#CCOc1ccc(C2C(C#N)=C(N)OC3=C2C(=O)CCC3)cc1OCC (centres undefined) the results were EP2 modulator 31 and PGE2 EP2 inh 7.
For O=C(CN1C(=O)[C@H]2CCCN2C(=O)c2ccccc21)NC1CC1 the results were EP2 modulator 3 and PGE2 EP2 inh 2.
`COc1ccc(C(=O)NC2CCN(CC(=O)NC3CC3)CC2)cc1` gave EP2 modulator -38 and PGE2 EP2 inh 15.
Cc1cc(C)c2cc(CN(Cc3ccccc3)S(=O)(=O)c3cccc4nsnc34)c(=O)[nH]c2c1 was read as EP2 modulator 10 and PGE2 EP2 inh 11.
`CCOC(=O)c1c(NC(=O)CC)sc(C(=O)OC(C)C)c1C` gave EP2 modulator 15 and PGE2 EP2 inh 5.
Screening COC(=O)COc1ccc(C2C(C#N)=C(N)OC3=C2C(=O)CC(C)(C)C3)cc1 (centres undefined) returned EP2 modulator -5 and PGE2 EP2 inh 17.
`COc1ccc(Cc2cnc(NC(=O)COc3ccc(OC)cc3)s2)cc1` gave EP2 modulator 2 and PGE2 EP2 inh 14.
`O=C(c1cc(F)cc(F)c1)N1C2CCC1CC(c1ccc(F)cc1)C2` (centres undefined) gave EP2 modulator -25 and PGE2 EP2 inh 3.
Screening COc1cc2c(cc1CNC1(c3ccc(Cl)cc3)CCC1)OCO2 returned EP2 modulator 2 and PGE2 EP2 inh 2.

The list is partial, so the mix of outcomes need not match the whole.
